STK33 kinase inh: human STK33 kinase inhibition. Q9BYT3. purified STK33, MBP phosphorylation, ADP-Glo luminescence. inhibition, % at 10 µM. 320,000 compounds, 0.073% hits. AID 2661;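 active = inhibition at or above 25%, using the most active replicate where run in duplicate; inactive = inhibition below 25%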
KCNQ2 inh: KCNQ2 channel blockers in CHO-K1 cells – cell-based, FluxOR thallium flux, B-score, primary screen (AID 2156). O88943. 20 min; stronger effect = lower value. B-score at 10 µM. 310,000 compounds, 1.1% hits;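 active = fluorescence ratio B-score at most minus 3 library SDs, with starting brightness B-score within 2 library SDs, cut at about -5.5 in these data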
Target sequence (O88943 whole entry, looked up): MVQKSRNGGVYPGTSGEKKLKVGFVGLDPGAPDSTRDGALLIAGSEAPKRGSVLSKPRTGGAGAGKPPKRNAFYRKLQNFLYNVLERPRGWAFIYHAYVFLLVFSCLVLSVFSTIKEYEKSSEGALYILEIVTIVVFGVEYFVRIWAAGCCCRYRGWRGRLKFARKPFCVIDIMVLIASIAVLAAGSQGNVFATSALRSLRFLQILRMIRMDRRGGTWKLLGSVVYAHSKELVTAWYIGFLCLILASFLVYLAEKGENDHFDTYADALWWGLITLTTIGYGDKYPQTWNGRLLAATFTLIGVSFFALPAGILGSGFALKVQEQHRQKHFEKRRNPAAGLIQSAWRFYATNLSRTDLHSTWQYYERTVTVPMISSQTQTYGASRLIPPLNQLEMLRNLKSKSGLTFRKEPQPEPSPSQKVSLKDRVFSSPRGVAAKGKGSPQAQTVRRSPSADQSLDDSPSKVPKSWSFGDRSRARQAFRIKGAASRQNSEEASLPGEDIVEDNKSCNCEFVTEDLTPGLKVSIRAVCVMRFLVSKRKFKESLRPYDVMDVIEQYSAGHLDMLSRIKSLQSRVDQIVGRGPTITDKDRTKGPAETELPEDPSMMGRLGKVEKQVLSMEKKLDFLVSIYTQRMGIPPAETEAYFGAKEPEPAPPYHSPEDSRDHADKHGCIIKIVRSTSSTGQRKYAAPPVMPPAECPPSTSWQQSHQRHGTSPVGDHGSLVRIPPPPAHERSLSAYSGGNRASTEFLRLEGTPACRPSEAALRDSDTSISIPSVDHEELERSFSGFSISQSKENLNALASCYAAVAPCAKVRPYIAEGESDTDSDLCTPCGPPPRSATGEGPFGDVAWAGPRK
OX1R FRET antag: OX1R (human) antagonism; O43613; OX1R-expressing cells, FRET antagonist read-out; inhibition, % at 6.6 µM; 330,000 compounds, 1.8% hits; in the data active = inhibition mostly above about 38%, no sharp cut-off; inactive = mostly below about 40%;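 also: 0% = agonist challenge alone and 100% = reference antagonist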
* hit, by the source's call; i = inactive; . = not tested or not shown. This is a random part of the collection. Share with any hit: about 2.7%.

SMILES	STK33 kinase inh	KCNQ2 inh	OX1R FRET antag
O=c1c2ccccc2nnn1CSc1nnc(Nc2ccccc2)s1	-0.3	i	8
COC(=O)c1ccc(NC(=O)CN2CCN(c3ccccc3C)CC2)cc1	-1.2	i	11
Cc1ccnc(SCCn2c(N3CCC(C)CC3)nc3c2c(=O)n(C)c(=O)n3C)n1	-0.7	i	6
CN(C)c1cccc(C(=O)OCCNC(=O)c2cccc(S(=O)(=O)N3CCOCC3)c2)c1	-0.5	i	11
CCNC(=O)CN(c1ccc(C)cc1)S(=O)(=O)c1ccccc1	0.6	i	19
O=c1[nH]c2cc(NCCO)c([N+](=O)[O-])cc2[nH]1	2.7	i	166*
CCC(=O)Nc1nc(C)c(-c2csc(Nc3ccccn3)n2)s1	3.3	i	20
NS(=O)(=O)c1ccc(CNC(=O)/C=C/c2c(F)cccc2Cl)cc1	-0.3	i	6
CCC(Sc1nncn1C)C(=O)Nc1nnc(-c2ccc(Cl)cc2)s1 (stereo not given)	-0.4	i	0
O=C(CSc1nncs1)NNC(=O)c1ccccc1Br	-0.6	.	10
CCC(/C=N/NC(=O)C1COc2ccccc2O1)CC (stereo not given)	-1.6	i	14
Cc1ccc(NS(=O)(=O)c2ccc3[nH]c(=O)oc3c2)c(C)c1	0.4	i	2
Cc1ccc(S(=O)(=O)c2nc(-c3cccs3)oc2N2CCC(C(N)=O)CC2)cc1	-0.7	.	7
O=C(O)c1cnn2c(C(F)(F)F)cc(-c3ccccc3)nc12	-3.0	i	44
O=C(NC1=NCCS1)c1cc(-c2cccs2)nc2ccccc12	-0.9	i	16
O=C(CCC(=O)Nc1ccc(Br)cc1)N/N=C/c1ccccc1O	-1.5	i	11
CCc1ccc(NC(=O)CSc2nnc(C)c(=O)n2N)cc1	-1.6	i	-3
CCC(=O)Nn1c(C)nnc1C	-0.3	i	-25
Cc1c(NC(=O)C(C)OC(=O)c2cc(Cl)ccc2O)c(=O)n(-c2ccccc2)n1C (stereo not given)	-0.9	i	6
COc1ccc(C(=S)N2CCN(c3cccc(Cl)c3)CC2)c(OC)c1	-0.7	i	23
COc1ccc(N2CC(C(=O)NCc3ccco3)CC2=O)cc1 (stereo not given)	-1.0	i	5
O=C(O)COc1ccc(/C=N/NC(=O)Cc2ccc(Cl)cc2)cc1	-2.3	i	12
Cc1ccc(S(=O)(=O)Nc2cccc(C(=O)NC3CCN(Cc4ccccc4)CC3)c2)cc1F	.	i	7
Cn1nc(NC(=O)C(F)(F)F)c2ncc(-c3ccc(Cl)cc3)nc21	-0.6	i	16
Oc1ccc(N=Cc2ccc(O)c(O)c2)cc1	1.8	i	24
O=C(NCc1ccc(Cl)cc1)C1CCC(CNS(=O)(=O)c2ccccc2)CC1 (stereo not given)	-1.0	i	-6
COc1cccc(NC(=O)n2nc(N)cc2-c2ccc(Cl)cc2)c1	1.5	-5.7*	7
Cc1ccc2c(c1)N(CC(=O)N1CCCCCC1)C(=O)CO2	-2.3	i	13
CC1CCC2(CC1)NC(=O)N(Cc1nc(-c3ccccc3)no1)C2=O (stereo not given)	-0.6	i	6
COc1ccc(OC)c(S(=O)(=O)N2CCN(C(=O)c3cc(C4CC4)nn3-c3ccccc3)CC2)c1	12	.	12

No new results follow: an excerpt of the list.
SMILES	STK33 kinase inh	KCNQ2 inh	OX1R FRET antag
NS(=O)(=O)c1ccc(CNC(=O)/C=C/c2c(F)cccc2Cl)cc1	-0.3	i	6
CCC(Sc1nncn1C)C(=O)Nc1nnc(-c2ccc(Cl)cc2)s1 (stereo not given)	-0.4	i	0
O=C(CSc1nncs1)NNC(=O)c1ccccc1Br	-0.6	.	10
CCC(/C=N/NC(=O)C1COc2ccccc2O1)CC (stereo not given)	-1.6	i	14
Cc1ccc(NS(=O)(=O)c2ccc3[nH]c(=O)oc3c2)c(C)c1	0.4	i	2
Cc1ccc(S(=O)(=O)c2nc(-c3cccs3)oc2N2CCC(C(N)=O)CC2)cc1	-0.7	.	7
O=C(O)c1cnn2c(C(F)(F)F)cc(-c3ccccc3)nc12	-3.0	i	44
O=C(NC1=NCCS1)c1cc(-c2cccs2)nc2ccccc12	-0.9	i	16
O=C(CCC(=O)Nc1ccc(Br)cc1)N/N=C/c1ccccc1O	-1.5	i	11
CCc1ccc(NC(=O)CSc2nnc(C)c(=O)n2N)cc1	-1.6	i	-3
CCC(=O)Nn1c(C)nnc1C	-0.3	i	-25
Cc1c(NC(=O)C(C)OC(=O)c2cc(Cl)ccc2O)c(=O)n(-c2ccccc2)n1C (stereo not given)	-0.9	i	6
COc1ccc(C(=S)N2CCN(c3cccc(Cl)c3)CC2)c(OC)c1	-0.7	i	23
COc1ccc(N2CC(C(=O)NCc3ccco3)CC2=O)cc1 (stereo not given)	-1.0	i	5
O=C(O)COc1ccc(/C=N/NC(=O)Cc2ccc(Cl)cc2)cc1	-2.3	i	12
Cc1ccc(S(=O)(=O)Nc2cccc(C(=O)NC3CCN(Cc4ccccc4)CC3)c2)cc1F	.	i	7
Cn1nc(NC(=O)C(F)(F)F)c2ncc(-c3ccc(Cl)cc3)nc21	-0.6	i	16
Oc1ccc(N=Cc2ccc(O)c(O)c2)cc1	1.8	i	24

(further entries)
SMILES	STK33 kinase inh	KCNQ2 inh	OX1R FRET antag
CCCn1c(=O)c(C(=O)NCc2cccnc2)c(O)c2ccccc21	-0.7	i	7
Cc1[nH]c2ccc(F)cc2c(=O)c1SC(F)(F)C(F)F	0.3	i	17
O=CN1CCN(C(=O)CC(c2ccccc2)c2cc(Br)ccc2O)CC1 (stereo not given)	0.0	i	0
Cc1ccc(NC(=O)CN(C)C(=O)CSc2nc3ccccc3o2)cc1	-0.2	i	32
COc1ccc(C(=O)OCCN2CCOCC2)cc1OC	-2.0	.	12
C/C(=C\C(=S)Nc1ccccc1)Nc1ccc2ccccc2c1	-2.3	-6.3*	31
COC(=O)NNC(=O)COc1cc(C)ccc1C	-0.9	i	8
CCOc1ccc(Nc2nc(NCc3ccco3)nc(N)c2[N+](=O)[O-])cc1	-2.3	i	13
Cc1nc(C)n(C(C)CC(=O)O)n1 (stereo not given)	1.0	i	9
COc1ccc(C2C(C(=O)c3ccco3)=C(O)C(=O)N2CCN2CCOCC2)c(OC)c1 (stereo not given)	0.2	i	18
CC(C)c1ccc(CN2CC(C(=O)O)CC2=O)cc1 (stereo not given)	0.3	i	4
CC(C)(C)c1ccc(/C([O-])=C(/C(=S)NCc2ccco2)[n+]2ccccc2)cc1	-0.3	i	36
Cc1nn(C(=O)/C(C#N)=C/N(C)C)c(C)c1C	-0.6	i	10
CCN(Cc1ccc(OC)c(COC)c1)CC1CCCN(CCc2cccc(F)c2)C1 (stereo not given)	-0.4	i	11
CCCn1c(SCC(=O)Nc2ccccc2N2CCOCC2)nc2c1c(=O)n(C)c(=O)n2C	-0.9	i	8
CCn1c(Cc2ccc(OC)cc2)nnc1SCc1nc2ccccc2c(=O)[nH]1	-1.3	i	17
O=C(CSc1n[nH]c(=O)n1-c1ccc2c(c1)OCCO2)Nc1ccccc1	1.4	i	0
Cc1ccc2c(CNCc3ccco3)cc(=O)oc2c1	-1.0	i	16
CCN(CC)Cc1c(O)ccc2c(=O)c(-c3ccccc3OC)coc12	-0.6	i	-10
CCSS(=O)(=O)c1cccc2cccnc12	0.2	i	5
COC(=O)COc1cccc(-n2cnnn2)c1	0.1	i	3
COc1cccc(C(=O)n2cnnc2N)c1OC	-1.0	i	12
CCOC(=O)CNC(=O)CSc1nc(-c2ccc(C)cc2)ns1	0.1	i	35
C=CCN1CCN(C(CC(C)C)c2nnnn2CCOC)CC1 (stereo not given)	-0.6	i	13
CCOC(=O)c1cc(NC(=O)C2C3CCC(O3)C2C(=O)O)cc(C(=O)OCC)c1 (stereo not given)	.	i	8
O=C(NNC(=O)c1cc([N+](=O)[O-])ccc1Cl)c1cccnc1	-0.8	i	.
CCOC(=O)C(NC(=O)Nc1ccc(O)cc1)(c1ccccc1)C(F)(F)F (stereo not given)	0.0	i	10
CC(=O)c1ccc(S(=O)(=O)Nc2cccc(-n3cnnn3)c2)cc1	0.9	i	9
CCCC(NC(=O)C(C)N1CCN(S(=O)(=O)c2ccccc2)CC1)c1ccccc1 (stereo not given)	-0.5	.	2
COC(=O)CCCCCNC(=S)Nc1ccc2[nH]c(=O)[nH]c2c1	0.7	i	7
CCOc1ccc(NC(=S)NCc2ccc3c(c2)OCO3)cc1	-1.2	i	33
COc1ccc(OC)c(C(=O)NC(CC(N)=O)c2ccc(N3CCC(Cc4ccccc4)CC3)c([N+](=O)[O-])c2)c1 (stereo not given)	-0.4	i	19
CCc1ccc(CN2CCC(n3nccc3NC(=O)Cc3ccccc3)CC2)o1	0.7	i	.
COc1cc(Cl)ccc1OCc1cc(C(=O)N2C[C@]3(C)C[C@H]2CC(C)(C)C3)no1	-1.6	i	17
CCc1ccc(-c2nc(SCC(=O)N(C)C3CCS(=O)(=O)C3)n[nH]2)cc1 (stereo not given)	-0.6	i	23
Clc1ccc(/C=C/c2nc3ccccc3[nH]2)c(Cl)c1	-0.4	i	37
Cn1c(Cn2c(=O)sc3ccccc32)nnc1SCC(=O)Nc1cccc(Cl)c1	4.8	.	19
Cc1nc(CS(=O)(=O)c2ccccc2)cc(Sc2ccc(Cl)cc2Cl)n1	-0.2	i	33
Cc1nc(-c2ccc(NS(C)(=O)=O)cc2)cs1	-0.6	.	9
COc1ccc(-c2cc(C)no2)cc1S(=O)(=O)NCc1ccc(OC(C)C)cc1	1.2	i	23
O=C(CSc1nn(-c2ccc(Cl)cc2)c(=S)s1)N1CCN(C(=O)c2ccco2)CC1	-0.8	i	35
CCOc1ccccc1Nc1nc(N2CCCC2)nc(N2CCOCC2)n1	-0.2	i	4
Cc1nn(CCOc2ccccc2)c(=O)n1-c1ccccc1F	1.7	i	10
Nc1nc(NCC2CCCO2)nc(Nc2ccccc2)c1[N+](=O)[O-] (stereo not given)	0.0	i	13
COc1cc(/C=C(\CCC(=O)O)c2nc3ccccc3s2)ccc1OCC(=O)Nc1c(Cl)cccc1Cl	0.5	.	23
COC(=O)c1sccc1NC(=O)CSc1ccc(Cl)cc1	0.4	i	9
CC(=O)NC(c1ccccc1)c1cc([N+](=O)[O-])c2cccnc2c1O (stereo not given)	-4.7	i	15
COCCNC(=O)c1onc(CSc2ccc(F)cc2)c1C(=O)NCCOC	-0.5	i	3
CN(C)/N=C1\C(=O)N(CN2CCN(c3ccccc3)CC2)c2ccccc21	-0.1	.	11
COCC1CCCCC1OS(N)(=O)=O (stereo not given)	0.1	i	27
O=C(C1=C[C@H](c2ccc(C(F)(F)F)cc2)C[C@H](OCCCCO)O1)N1CCN(Cc2ccccc2)CC1	0.7	i	32
N#CCCNS(=O)(=O)c1ccc(C(=O)OCC(=O)Nc2ccc3c(c2)OCO3)cc1	-1.5	.	-4
CC(=O)Nc1c(Cl)n(C(C)=O)c2ccccc12	-0.2	.	17
OCCC1CN(Cc2nc3ccccc3s2)CCN1CCc1ccccc1 (stereo not given)	-0.3	i	11
O=C(Nc1ccc(Br)cc1)c1ccc(Br)c(S(=O)(=O)Nc2cccnc2)c1	3.4	i	44
Cc1ccc(NC(=S)NC(=O)c2cncc(Br)c2)c(C)c1	0.2	i	9
CC1=CC2=NC(=O)CC(C)(C(=O)N(CC(=O)NC3CCCC3)Cc3ccccc3)N2C=C1 (stereo not given)	-0.2	i	22
O=C(COC(=O)CCC(=O)c1cccs1)NC(=O)c1ccc(OC(F)F)cc1	-0.3	i	17
CC(=O)N1CCc2cc(S(=O)(=O)CCC(=O)N3CCN(c4ccccc4F)CC3)ccc21	4.9	i	15
Cc1ccc(NC(=O)CSc2nnc(-c3cccs3)o2)cc1S(=O)(=O)N(C)C	-0.4	i	12

(listing goes on)
SMILES	STK33 kinase inh	KCNQ2 inh	OX1R FRET antag
Cc1cc2cc(CNC(=O)c3ccc(Br)o3)ccc2n1C	0.2	i	-4
Cc1ccc(NC(=S)N(C)N)cc1Cl	-0.5	i	30
CC(=O)Oc1ccccc1/C=C/c1ccc2ccccc2[n+]1C	0.7	i	66*
COc1ccc([N+](=O)[O-])cc1NC(=O)CCSCCc1ccccn1	-0.6	i	15
CCCn1c(O)c(N=NC(=O)CNC(=O)Cc2ccc(OC)cc2)c2ccccc21	-1.7	i	19
O=C(c1cccs1)N1CCN=C1SCc1ccccc1F	-0.5	i	19
O=C(Cn1cnc2sc3c(c2c1=O)CCCC3)NCC(=O)Nc1c(F)cccc1F	-0.1	i	20
CCOC(=O)CN(c1cc([N+](=O)[O-])ccc1OC)S(C)(=O)=O	-0.8	i	20
CN(Cc1ccc2c(c1)OCCO2)C(=O)CSc1ncnc2sccc12	1.4	.	0
COc1ccc(NC(=O)/C(=C/c2ccc(OC(C)=O)c(OC)c2)NC(C)=O)cc1	0.4	i	7
COc1ccc(CCNC(=O)C2CCC(=O)N(C3CCCCCC3)C2)cc1 (stereo not given)	-1.2	i	15
COc1ccc(NC(=O)CC2C(=O)N(c3ccc(Cl)cc3)C(=S)N2CCc2ccncc2)cc1 (stereo not given)	-0.9	i	5
CC(=O)OC1=Cc2c(ccc3ccc(=O)oc23)OC1(C)C	-0.2	i	4
Cc1coc(NC(=O)CSc2nc(-c3ccncc3)cc(C(F)(F)F)c2C#N)n1	-2.3	i	11
CCC(C)NC(=O)COCc1cc(-c2ccc3c(c2)OCO3)on1 (stereo not given)	-0.4	i	-4
COc1ccc(C(=O)NCCNc2ccc([N+](=O)[O-])cc2)cc1OC	-3.0	i	11
O=C1Nc2ccccc2C1(O)C/C(=N/O)c1ccccc1 (stereo not given)	0.2	i	30
COC(Cn1c(C)c(C(C)=O)c(C(C)=O)c1C)OC	0.3	i	9
O=c1cc(-c2ccco2)nc(SCc2cccc(Cl)c2)[nH]1	1.2	i	3

Source: PubChem BioAssay (several laboratories)
